LDHA inh – qHTS assay for inhibitors of human lactate dehydrogenase; L-lactate dehydrogenase A chain (Homo sapiens), P00338; purified LDHA, NADH/diaphorase-resazurin fluorescence; active compounds read low; activity change, % (values are at about 110 or 230 µM); actives 0.15% (n = 480,000); AID 1347041, 2019; in the data active = activity change below about -30%; inconclusive = mostly about -25% to -30%;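 note: plate controls were DMSO wells for no effect and wells without enzyme for full effect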
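Enzyme activity of human lactate dehydrogenase 5 (2 nM; 0.06 mM NADH, 0.2 mM pyruvate, 5 min, RT) is measured via a resazurin/diaphorase fluorescence readout of residual NADH.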
Vif-APOBEC3G blk – qHTS for Inhibitors of Vif-A3G Interactions: qHTS | DNA dC->dU-editing enzyme APOBEC-3G (Homo sapiens), Q9HC16 | HeLa A3G-eYFP + Vif (tagged APOBEC3G with the HIV-1 protein that degrades it), YFP fluorescence, overnight | Potency, µM (series often up to 46.1 µM), for inactives: top-dose activity, negative = active, actives largely listed as inhibitors | actives 0.076% (n = 410,000) | AID 602310, 2012;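 note: potency is the fitted concentration of half-maximal effect; % is set by controls: 0 for no effect and ±100 for the full control effect; nearly all actives have a fitted effect of over 60% in size; hits raise eYFP signal because A3G escapes Vif-driven loss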
Target sequence (Q9HC16 whole entry, looked up): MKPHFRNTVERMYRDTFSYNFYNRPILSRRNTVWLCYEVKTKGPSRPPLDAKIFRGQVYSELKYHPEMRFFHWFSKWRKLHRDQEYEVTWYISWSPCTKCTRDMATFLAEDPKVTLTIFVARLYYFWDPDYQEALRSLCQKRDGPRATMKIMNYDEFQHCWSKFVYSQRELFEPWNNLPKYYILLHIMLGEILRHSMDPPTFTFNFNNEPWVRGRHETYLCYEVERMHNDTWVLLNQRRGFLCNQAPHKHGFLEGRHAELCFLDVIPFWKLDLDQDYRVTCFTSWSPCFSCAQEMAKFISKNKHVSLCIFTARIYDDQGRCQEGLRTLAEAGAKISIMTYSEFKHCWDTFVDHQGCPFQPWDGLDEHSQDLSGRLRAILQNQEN
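HeLa cells stably expressing Vif and C-terminally eYFP-tagged A3G, seeded overnight at 37 deg C, then exposed to compound by pintool overnight at 37 deg C. Rise in yellow fluorescence (Ex 488/Em 500-530, Acumen) marks blocked Vif-driven A3G degradation.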
GRP78 ERSR act – qHTS for Inducers of the Endoplasmic Reticulum Stress Response (ERSR) in Human Glioma: qHTS; U87-MG GRP78 promoter luciferase reporter, 16 h; Potency, µM, for the others: at the top dose activation, actives largely listed as activators; actives 0.02% (n = 420,000); AID 602332, 2012; note: potency is the fitted concentration of half-maximal effect; series mostly up to about 76 µM; % of control where 0% means no effect; nearly all actives have a fitted effect of over 35% in size
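Stably transfected U87-MG glioma cells carrying a GRP78-based luciferase sensor; 16 h compound incubation. Luminescence end-point read 10 min after Bright-Glo addition at room temperature.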
* marks the source's active call; other numbers are inactive results; ? = inconclusive; & = joins results of further samples. Unless noted, calls come from the whole dose curve; as a rule, active = well fitted curve in the direction sought with a large enough effect; inconclusive = small, poorly fitted or top-dose-only effect, or another doubt; inactive = no such curve, though single readings can be large; an effect the other way counts as inactive or inconclusive. Some of the compounds tested; count on the stated rates, not on these rows.

SMILES	LDHA inh	Vif-APOBEC3G blk	GRP78 ERSR act
CN1CCN(c2ccnc(N(C)CCCCCCN)n2)CC1	-4	2%	-4%
COCCNC(=O)C1CCCN(C(=O)c2csc3ccccc23)CC1 (stereo not drawn)	-7	1%	1%
CNc1cnc(-c2ccsc2)cn1	-4	-2%	0%
COc1cc(F)ccc1-c1cc(C(=O)NCc2cccs2)[nH]n1	-9	-12%	7%
Clc1cccc(Nc2nnc(-c3ccccc3)c3ccccc23)c1	-17	-13%	-4%&-4%&-2%
COc1ccccc1/C=C/c1cnccn1	3	-10%	5%
Cc1nc2c(OCc3ccccc3)cccn2c1N(C)C(=O)C1CCCCC1	1	-2%	-3%
CCOC(=O)N1CCN(C(=O)c2[nH]c(C(F)(F)F)nc2-c2ccccc2)CC1	-3	?	-4%
CCCCN(CCCC)c1ccc(Cn2ccc3ccccc32)cc1	2	-10%	-8%
CCOc1ccc(Cl)cc1-c1cc(C(=O)Nc2ccc(OC)nc2)[nH]n1	-5	?	-2%
CN1OC[C@@H]2CN(C(=O)CCc3ccccc3)[C@H](c3ccc(N4CCCCC4)cc3)C[C@@H]21	-4	-4%	-2%
O=C(NCc1ccc(Cl)nc1)c1csc(COCCO)n1	-5	-2%	-2%
O=C(Nc1ccc(Cl)cc1)c1csc([C@@H]2C[C@H](O)[C@@H](CO)O2)n1	-8	-8%	4%
CCN(CC)C(=O)c1cccc(-c2csc(C(O)c3cccc(Cl)c3)n2)c1 (stereo not drawn)	-3	-3%	-5%
Nc1nc(NCc2ccccc2)c2[nH]cnc2n1	1&-9	-4%&-3%	-3%&-3%
CC(C)NC(=O)C1(C)CCN1C(=O)Cc1ccc(-c2ccccc2)cc1 (stereo not drawn)	-9	3%	1%
COc1ccc(NC(=O)C2(C)Cc3c(-c4ccc(C(N)=O)cc4)ccnc3O2)cn1 (stereo not drawn)	-12	?	0%
O=C(c1ccco1)N(Cc1cccnc1)C(c1ccccc1)c1nc2ccccc2[nH]1 (stereo not drawn)	-9	-4%	1%
COCCNC(=O)C1CCCN(Cc2cccc(C#N)c2)CC1 (stereo not drawn)	-3	-1%	0%
O=C(O)c1ccc(CN2C[C@@H](CO)O[C@@H](n3cnc4c(Nc5ccccc5)ncnc43)C2)cc1	-7	0%	-1%
COc1ccc(-c2cc(NC=O)c3ncc(-c4ccccc4)n3c2)cc1OC	10	-27%	12%
COc1ccc(CC(N)c2csc(NC(=O)Nc3ccccc3Oc3ccccc3)n2)cc1 (stereo not drawn)	-13	-16%	-12%
Clc1ccc2nc(-c3ccco3)c(Cc3ccsc3)n2c1	6	?	2%
O=C(Nc1ccc(F)c(Cl)c1)c1csc([C@H]2C[C@H](O)[C@@H](CO)O2)n1	-14	0%	8%
O=C(O)c1c(Br)c(Br)c(Br)c(Br)c1C1c2ccc(O)cc2Oc2cc(O)ccc21	-48*	4%	-4%
CCCOc1ccc(F)cc1-c1cc(C(=O)Nc2cc(OC)c(OC)c(OC)c2)[nH]n1	1	-4%	-4%
COc1ccc(C(C)(NC(C)=O)c2nc(-c3cccc(C(F)(F)F)c3)cs2)cc1 (stereo not drawn)	-1	-5%	0%
Cc1ccc(NC(=O)C2(C)CCN2C(=O)Cc2ccc(C(C)C)cc2)cc1 (stereo not drawn)	3	-2%	4%
CCCS(=O)(=O)NC(=O)C1(C)CCN(C(=O)c2cccc(C)c2C)C1 (stereo not drawn)	-6	2%	-1%
CCc1nc2c(OCCn3cccc3)cccn2c1N(C)C(=O)CC(C)C	3	-2%	-3%
c1ccc2c(c1)ccn2-n1ccc2ccccc21	-2	-11%	-1%
CSc1ccc(CN2CCC2(C)C(=O)NCc2cccc(C(F)(F)F)c2)cc1 (stereo not drawn)	1	-1%	-6%
O=C(NN=Cc1ccc2c(c1)OCO2)c1ccc([N+](=O)[O-])cc1	-5	-3%	-2%
CCc1nc2ccc(C(=O)NCCCn3ccnc3)cn2c1N(C)C(=O)c1cccc(OC)c1	-15	-7%	0%
Cc1ccccc1S(=O)(=O)NC(=O)C1(C)CCN1C(=O)c1cccc(F)c1 (stereo not drawn)	-9	0%	-2%
CNc1cc(-c2cccc(OC)c2F)nc2ccnn12	-13	-3%	-1%
Cc1cccnc1C(NC(=O)C1CCN(CCCOc2ccc(F)cc2)CC1)c1ccccc1 (stereo not drawn)	-8	-3%	-3%
Cc1cscc1-c1cc2nc(NCCCN(C)C)n(C)c(=O)c2s1	3	1%	5%
Clc1ccc(CSc2nnc(-c3ccccn3)n2Cc2cccs2)cc1Cl	-8	-5%	-2%
Cc1cccc(S(=O)(=O)NC(=O)C2(C)CCN2C(=O)Cc2cccs2)c1 (stereo not drawn)	-14	-2%	-3%

Structures listed above printed as active in LDHA inh.
canonical_smiles,LDHA inh,GRP78 ERSR act
O=C(O)c1c(Br)c(Br)c(Br)c(Br)c1C1c2ccc(O)cc2Oc2cc(O)ccc21,-48*,-4%

Additional records follow:
SMILES	LDHA inh	Vif-APOBEC3G blk	GRP78 ERSR act
CCc1nc2ccc(C(=O)NCc3ccc4c(c3)OCO4)cn2c1N(C)CCC(C)C	0	-5%	4%
CC1(C(=O)NS(=O)(=O)c2cccc(Cl)c2)CCN1C(=O)CC1CC1 (stereo not drawn)	-7	0%	-3%
COc1cc2c(NC3CCN(C)CC3)nc(N3CCCN(C)CC3)nc2cc1OCCCN1CCCC1	5	3%	-4%
NC(=O)c1cccc(-c2coc3c(C(=O)NCc4ccccc4)cccc23)c1	-7	-25%	0%
O=C(CC[C@H]1O[C@@H](n2ccc(=O)[nH]c2=O)[C@H](O)[C@@H]1O)NCc1ccc2c(c1)OCO2	-8	-3%	-2%
Cn1ccc2c(N3CCCC3)cc3c(c21)C1CCC3C1 (stereo not drawn)	16	0%	-5%
Cc1noc(C)c1-c1ccc(C(=O)Nc2ccccc2)c2occc12	-7	-4%	-2%
COc1ccc(NC(=O)Nc2cccc3[nH]c([C@@H]4O[C@H](CO)[C@@H](O)[C@H](O)[C@H]4O)nc23)cc1OC1CCCC1	12	-1%	-2%
Cc1cc(S(=O)(=O)NC(=O)[C@H]2O[C@@H](n3cnc4c(N)ncnc43)[C@H](O)[C@@H]2O)ccc1Br	-13	-4%	-3%
O=C1Nc2c(Cl)cccc2C1=O	5	?	-1%

Among those listed so far, 2 have bromine:
SMILES	LDHA inh	Vif-APOBEC3G blk	GRP78 ERSR act
O=C(O)c1c(Br)c(Br)c(Br)c(Br)c1C1c2ccc(O)cc2Oc2cc(O)ccc21	-48*	4%	-4%
Cc1cc(S(=O)(=O)NC(=O)[C@H]2O[C@@H](n3cnc4c(N)ncnc43)[C@H](O)[C@@H]2O)ccc1Br	-13	-4%	-3%

Going on with the list:
SMILES	LDHA inh	Vif-APOBEC3G blk	GRP78 ERSR act
CC1(C(=O)NS(=O)(=O)c2ccccc2C(F)(F)F)CCN1C(=O)CC1CCCC1 (stereo not drawn)	-8	-2%	-2%
OCC1CSC(=S)N1Cc1ccccc1 (stereo not drawn)	-6	-2%	2%
CC[C@@H]1CCC[C@@H](O)[C@@H](C)C(=O)O[C@H](C)[C@@H](C)C/C=C(C)/C(OC)=C\C(=O)N(C)C([C@@H](C)CC)C(=O)N(C)[C@@H](C(C)C)C(=O)N(C)[C@@H](COC)C(=O)N2CCC[C@H]2C(=O)N(C)[C@@H](C(C)C)C(=O)N2CCC[C@H]2C(=O)O1 (stereo partly drawn)	-5	-13%	-4%
CCOC(=O)C1(C)CCN1C(=O)c1ccc(-c2ccccc2)cc1 (stereo not drawn)	-5	-5%	0%
CCc1ccc(OCc2ccccc2C(=O)Nc2ccc3nc(C)cc(N)c3c2)cc1	3	-8%	-5%&-7%
COc1ccc(C(NC(C)=O)c2ccc3cccnc3c2O)cc1OC (stereo not drawn)	10	-12%	-5%
O=C(NCc1ccccc1)c1cc(C2CCCCN2C(=O)c2ccc(Cl)cc2)on1 (stereo not drawn)	-3	1%	-3%
Clc1ccc(Cn2c3c(c4ccccc42)CCc2cc4ccccc4nc2-3)cc1	4	-2%	-3%
CC(C)COC(=O)N1CCCCC1c1cc(C(=O)NCc2ccc(F)cc2)no1 (stereo not drawn)	-1	-4%	-1%
COc1cc(C(=O)N2C[C@H]3CON(C)[C@H]3C[C@H]2c2ccc(N3CCCCC3)cc2)cc(OC)c1OC	-3	-5%	-4%
O=C(Nc1ccccc1)C1Cc2c(-c3ccc4c(c3)OCO4)ccnc2O1 (stereo not drawn)	-2	-7%	-3%
CCCCN(C)C(=O)c1ccc(Nc2nc(C(N)CCc3ccccc3)cs2)nc1 (stereo not drawn)	-10	-24%	-8%
NC(Cc1ccc(F)cc1)c1csc(Nc2ccc(C(F)(F)F)cn2)n1 (stereo not drawn)	-12	-1%	-11%
COc1cc(C)ccc1S(=O)(=O)NC(=O)C1(C)CCN1C(=O)Cc1ccc(Cl)cc1Cl (stereo not drawn)	-1	-3%	2%
O=C(c1cc(C2CCCCN2S(=O)(=O)c2ccccc2)on1)N1CCOCC1 (stereo not drawn)	-5	0%	-1%
Cn1c(=O)n(C)c2cc(CNC(=O)[C@H]3O[C@@H](n4ccc(=O)[nH]c4=O)[C@H](O)[C@@H]3O)ccc21	-2	2%	1%
Cc1ccc(S(=O)(=O)N2C[C@H]3C(=O)C[C@@H](c4ccc(Cl)cc4)N(S(=O)(=O)c4ccc(C)cc4)[C@H]3C[C@H]2c2ccccc2)cc1	-5	1%	-5%
O=C(COc1ccc2ccccc2c1)Nc1ccc(O)c(-c2nc3ccccc3o2)c1	-4	-1%	-6%
COC(=O)c1ccc(NC(=O)c2nc(S(=O)(=O)Cc3ccccc3F)ncc2Cl)cc1	-5	-29%	-11%
CC1=C(C(=O)N2CCOCC2)CC(CC(=O)NCCc2ccccn2)C(=O)N1CCC1=CCCCC1 (stereo not drawn)	-11	0%	-4%

A different layout for 3 compounds above:
structure | LDHA inh | Vif-APOBEC3G blk | GRP78 ERSR act
O=C(COc1ccc2ccccc2c1)Nc1ccc(O)c(-c2nc3ccccc3o2)c1 | -4 | -1% | -6%
Cn1c(=O)n(C)c2cc(CNC(=O)[C@H]3O[C@@H](n4ccc(=O)[nH]c4=O)[C@H](O)[C@@H]3O)ccc21 | -2 | 2% | 1%
NC(Cc1ccc(F)cc1)c1csc(Nc2ccc(C(F)(F)F)cn2)n1 (stereo not drawn) | -12 | -1% | -11%

(list continues)
SMILES	LDHA inh	Vif-APOBEC3G blk	GRP78 ERSR act
O=C(NCc1ccncc1)c1csc([C@@H]2C[C@H](O)[C@@H](CO)O2)n1	-3	-1%	2%
C=CCOc1cccn2c(N(C=O)Cc3ccc(OC)cc3)c(CC)nc12	2	-2%	-1%
NCc1cn(Cc2ccccc2)nc1-c1ccccc1	-12	-4%	-3%
CC(=O)Nc1cccc(-c2ccnc3c2CC(C(=O)NCc2ccc(F)c(F)c2)O3)c1 (stereo not drawn)	-4	?	-3%
Cc1cc(Br)cn2c(Cc3ccccc3)c(-c3ccco3)nc12	-3	-24%	6%
Cc1ccccc1-c1csc(C(O)(c2ccccc2)C(F)(F)F)n1 (stereo not drawn)	-4	-14%	-8%
O=C(CC[C@H]1O[C@@H](n2cnc3c(NC(=O)c4ccccc4)ncnc32)[C@H](O)[C@@H]1O)NCc1ccco1	-4	2%	-2%
COc1cccc(-c2cnc3c(NC(C)=O)cc(-c4ccncc4)cn23)c1	5	-23%	-2%
CCCCCCCCCCC(C)(C)C(=O)Nc1c(OC)cc(OC)cc1OC	5	-2%	3%&-3%
CC(C)C[C@@H](CN1CCC[C@@H]1CN1C(=S)NC[C@@H]1Cc1ccccc1)N1C[C@H](Cc2ccc(O)cc2)N(CC2CCCCC2)C1=S	-12	1%	2%
O=C(c1[nH]c(C(F)(F)F)nc1-c1ccccc1)N1CCN(C(=O)C2CCCO2)CC1 (stereo not drawn)	-3	-2%	-1%
COc1cccc(CNc2nc3cc(-c4cccc(C(F)(F)F)c4)sc3c(=O)n2C)c1OC	-11	-5%	-1%
COc1ccccc1Cc1c(-c2ccc(OC)c(OC)c2)nc2ccc(C)cn12	-6	-10%	-4%
Cc1cnc(C)c(Nc2nc(C(N)CCc3ccccc3)cs2)n1 (stereo not drawn)	-9	-5%	-1%
COc1ccc(-c2coc3c(C(=O)NCC(C)C)cccc23)c(C)c1	3	1%	0%
CNc1nc(NCc2ccco2)c2ccccc2n1	-2	-3%	6%
COc1cc(N(C)C)c(OC)cc1C=C1C=CC=C1	11	-3%	3%
COc1cccc(NC(=O)C2(C)CCN2CCc2ccccc2)c1 (stereo not drawn)	-3	-3%	-3%
Cc1ccc(S(=O)(=O)NC(=O)C2(C)CCN2C(=O)Cc2ccc(C(C)(C)C)cc2)nc1 (stereo not drawn)	-6	-3%	-2%

Screening results: PubChem BioAssay, National Center for Advancing Translational Sciences (NCATS)
